Pf gamet viab – inhibitors of late stage P. falciparum gametocyte viability; P. falciparum stage V gametocytes, ATP luminescence, 24 h; inhibition, % at 10.9 µM; actives 0.065% (n = 150,000); AID 743093;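 active = inhibition above the mean plus 3 SD of compounds within the control limits, set per campaign, cut at about 38% in these data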;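 also: 0% = DMSO wells and 100% = medium only without gametocytes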
ABCG2 inh – human ABCG2 inhibition, ABCB1 as counter-screen | Q9UNQ0 | IgMXP3 cells, JC-1 efflux, flow cytometry | inhibition, % at 6.6 µM | actives 0.1% (n = 190,000) | AID 1325;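 active = inhibition above 80%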;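 also: 0% = DMSO and 100% = nicardipine control wells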
Target sequence (Q9UNQ0 whole entry, looked up): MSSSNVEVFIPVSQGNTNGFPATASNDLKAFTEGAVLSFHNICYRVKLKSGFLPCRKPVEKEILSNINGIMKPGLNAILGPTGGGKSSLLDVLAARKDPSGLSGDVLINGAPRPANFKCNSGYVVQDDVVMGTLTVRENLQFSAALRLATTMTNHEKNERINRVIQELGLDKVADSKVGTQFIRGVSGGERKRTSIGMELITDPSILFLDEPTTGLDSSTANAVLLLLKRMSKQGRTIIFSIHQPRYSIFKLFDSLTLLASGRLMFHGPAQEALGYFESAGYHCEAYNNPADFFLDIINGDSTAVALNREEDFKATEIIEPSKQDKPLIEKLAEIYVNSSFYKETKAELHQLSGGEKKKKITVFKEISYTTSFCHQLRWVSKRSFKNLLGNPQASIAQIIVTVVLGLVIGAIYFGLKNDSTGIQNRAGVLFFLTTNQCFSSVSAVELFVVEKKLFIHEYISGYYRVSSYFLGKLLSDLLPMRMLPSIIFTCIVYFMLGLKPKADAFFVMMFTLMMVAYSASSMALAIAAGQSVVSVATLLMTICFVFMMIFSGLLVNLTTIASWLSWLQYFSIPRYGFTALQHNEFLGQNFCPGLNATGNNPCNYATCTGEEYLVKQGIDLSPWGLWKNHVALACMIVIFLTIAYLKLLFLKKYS
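test system = two drug-resistant human cell lines, ABCG2 and ABCB1 | amount = 3 million cells/mL final, two lines in 1:1 ratio | reagent = JC-1 transporter substrate | doses = one concentration, 6.6 µM final | incubation = 10 min at 25 °C | signal = flow cytometric JC-1 green MFI at 530 nm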
Mcl1-Noxa inh – disrupts binding of human Mcl-1 to Noxa peptide | Q07820 | TR-FRET Mcl-1/Noxa peptide binding, 2 h | inhibition, % at 21.7 µM | actives 1.5% (n = 220,000);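 active = compounds that cut the protein-peptide binding signal by more than 50% relative to plate controls in a single-dose test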;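 also: His-tagged Mcl-1 with rhodamine Noxa BH3 peptide and terbium anti-His antibody; 0% = Mcl-1 plus Noxa peptide wells and 100% = peptide-only wells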
Target sequence (Q07820 whole entry, looked up): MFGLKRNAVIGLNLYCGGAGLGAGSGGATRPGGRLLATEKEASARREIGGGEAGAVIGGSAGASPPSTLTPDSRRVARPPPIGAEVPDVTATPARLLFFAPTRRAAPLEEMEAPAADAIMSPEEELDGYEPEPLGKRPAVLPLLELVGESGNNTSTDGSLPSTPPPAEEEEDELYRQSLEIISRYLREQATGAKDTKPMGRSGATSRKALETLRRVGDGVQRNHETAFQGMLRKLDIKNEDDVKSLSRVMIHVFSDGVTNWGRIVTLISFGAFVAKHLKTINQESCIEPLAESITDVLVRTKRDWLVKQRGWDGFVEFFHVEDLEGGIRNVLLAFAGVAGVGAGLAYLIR
Avidin bead fluor – avidin bead compound fluorescence profile | Avidin beads, compound fluorescence 488/530 nm, flow cytometry; stronger effect = higher value | fluorescence (KMESF) at 10 µM | actives 0.38% (n = 220,000); in the data active = fluorescence above about 47; also: inactives centre near 10
ABCB1 block – human ABCB1 inhibition, ABCG2 as counter-screen; inhibition, % at 6.6 µM; CCRF-Adr cells, JC-1 efflux, flow cytometry; P08183; actives 0.067% (n = 190,000); in the data active = inhibition above about 40%;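 also: 0% = vehicle and 100% = reference inhibitor; higher value means more JC-1 retained so stronger ABCB1 efflux block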
HRas wt GTP – human HRas wildtype GTP binding, change in either direction | P01112 | GST-Ras wt beads, Bodipy-FL-GTP binding, flow cytometry; actives lie on both sides | GTP binding activity, % at 10 µM | actives 0.14% (n = 190,000) | AID 759;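 active = GTP binding activity at least 20% away from the 100% baseline, either lowered as inhibitor or raised as activator; inconclusive = flagged as likely green fluorescent, judged across all proteins in the well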;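 also: 0% = unlabeled GTP competition control and 100% = no-compound control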
Rab7 wt GTP bind – alters GTP binding to wildtype dog Rab7; GST-Rab7 beads, fluorescent GTP binding, flow cytometry; actives lie on both sides; untreated = 100%, excess cold GTP = 0%; GTP binding activity (percent of control), % at 10 µM; actives 0.055% (n = 190,000);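 active = fluorescent GTP binding to Rab7 beads changed by at least 20 points from the 100% baseline, either direction, mostly lower; inconclusive = compound itself probably fluorescent, or too few beads counted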;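 also: median green fluorescence of bound Bodipy-FL-GTP per Rab7 bead population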
Cdc42 wt – changes GTP binding to wildtype human Cdc42. actives 0.2% (n = 190,000). P60953. percent activity (GTP binding), % at 10 µM. GST-Cdc42 beads, Bodipy-GTP binding, flow cytometry; actives lie on both sides. AID 761;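 active = percent activity GTP binding at least 20 points away from the 100% baseline, either down as inhibitor or up as activator; inconclusive = compound flagged as likely green fluorescent from well-wide comparison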;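 also: median bead fluorescence of bound Bodipy-FL-GTP at 100 nM; 0% = excess unlabeled GTP control and 100% = no compound control; below 100% means less GTP binding so inhibitor and above means activator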
Rab2A wt mod – changes GTP binding to wildtype dog Rab2A, up or down | GST-Rab2 wt beads, Bodipy-GTP binding, flow cytometry | P61105 | AID 760 | actives 0.19% (n = 190,000) | GTP binding activity, % at 10 µM;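 active = GTP binding activity at least 20 points away from 100%, either lowered or raised; inconclusive = signal likely due to the compound's own green fluorescence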;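 also: 0% = beads with excess unlabeled GTP and 100% = no-compound control corrected for plate trend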
Rac1 mut GTP – human Rac1 activated mutant GTP binding change; actives 0.11% (n = 190,000); percent activity (GTP binding), % at 10 µM; P63000; GST-Rac1 activated beads, fluorescent GTP binding, flow cytometry; actives lie on both sides; 100% means binding = to untreated wells; AID 764;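 active = GTP binding at least 20 percentage points away from the 100% baseline, in either direction, so actives lie on both sides; inconclusive = Compound likely fluorescent itself, or too few beads counted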
Rac1 wt GTP bind – human Rac1 wildtype GTP binding, inhibitors and activators | P63000 | GST-Rac1 beads, fluorescent GTP binding, flow cytometry; actives lie on both sides; 0 = cold GTP competed, 100 = untreated | GTP binding activity (% of control), % at 10 µM | actives 0.27% (n = 190,000);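 active = GTP binding activity at least 20 points away from the 100% control level, either lower or higher; inconclusive = compound flagged as likely green fluorescent, judged across all proteins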
* = called active by the depositor; ? = inconclusive; · = not tested or not shown.

SMILES	Pf gamet viab	ABCG2 inh	Mcl1-Noxa inh	Avidin bead fluor	ABCB1 block	HRas wt GTP	Rab7 wt GTP bind	Cdc42 wt	Rab2A wt mod	Rac1 mut GTP	Rac1 wt GTP bind
CN1CCN(C(=O)C2CC(=O)N(c3ccc(F)c(Cl)c3)C2)CC1 (stereo not given)	·	0	1	7	0.4	98	96	100	97	97	101
CCOc1ccccc1-c1nc(CN(Cc2cnn(C)c2)C(C)C)c(C)o1	20	5	13	9	0.8	96	96	95	95	94	96
Cc1cc(NC(=O)CSc2nnc(C)n2-c2ccccc2C)no1	-5	0	19	23	2.0	93	92	98	97	96	96
Cn1c(N)c(C(=O)COC(=O)CCc2ccccc2)c(=O)n(C)c1=O	8	10	4	11	0.3	99	104	95	98	94	95
CN(CCC#N)C(=O)c1ccc(CNS(=O)(=O)c2ccc(F)cc2)cc1	·	13	·	10	-0.3	98	96	101	98	99	99
CCOc1cc(/C=C2/C(=O)ON=C2C)ccc1OCc1ccc(F)cc1	·	2	22	23	0.5	91	92	90	90	89	89
CCNc1cc(S(=O)(=O)C(F)(F)F)ccc1N	2	3	-1	2	·	102	103	102	101	100	103
COc1cc(NC(=O)c2cc([N+](=O)[O-])ccc2Br)ccc1NC(=O)c1ccco1	-24	1	1	15	·	96	92	96	100	98	97
CCC(C)NC(=O)c1ccc(CS(=O)(=O)c2ccc(OC)cc2)o1 (stereo not given)	·	0	-3	7	0.0	97	95	96	96	98	98
Cc1ccc(OCCCCN2CCC(C)CC2)c(Br)c1	11	3	8	12	2.5	100	96	102	103	100	106
Cc1ccc(NC(=O)COC(=O)C2CC(=O)N(Cc3ccccc3)C2)cc1S(=O)(=O)N(C)C (stereo not given)	16	0	38	10	0.1	98	99	101	97	94	98
O=C(CSc1ccc2nnc(-c3ccncc3)n2n1)NCc1ccco1	·	-3	24	9	-2.8	102	100	105	99	102	106
CS(=O)(=O)N(CCc1ccccc1)CC(=O)NCC1CCCO1 (stereo not given)	·	1	20	10	0.3	102	101	104	100	98	102
C/C(=N\NC(=O)c1nc2ccccn2c1C)c1cc2ccccc2o1	-8	5	13	10	1.1	95	96	92	94	94	93
CC(C)C(=O)NNS(=O)(=O)c1ccccc1[N+](=O)[O-]	3	3	17	7	0.4	99	101	98	100	100	99
COc1cc(CC(=O)OCC(=O)Nc2cc([N+](=O)[O-])ccc2F)cc(OC)c1OC	12	25	0	5	1.0	99	103	101	99	97	103
CCSC1(SCC)N=C(N)C2(C#N)C(c3ccc(OC)c(OC)c3OC)C12C#N (stereo not given)	·	6	-1	8	0.5	105	100	105	102	99	103
COC(=O)c1[nH]c2ccc(F)cc2c1NS(=O)(=O)c1ccc(F)c(C)c1	-19	20	2	6	0.8	101	101	101	101	99	104
O=C(O)c1ccc2c(c1)C(=O)N(c1ccc(Cl)cn1)C2=O	·	1	1	8	0.3	102	104	102	101	99	99
COc1cc(C)nc(Oc2ccc(/C=N/O)cc2)n1	·	3	2	40	0.3	106	105	107	106	100	105
O=C(c1cc2ccccc2c(=O)o1)N1CCc2ccccc2C1	·	1	9	37	0.5	108	105	107	108	104	107
Cc1ccc(S(=O)(=O)NCCN2CCOCC2)cc1	-2	3	10	16	0.1	102	99	103	101	101	107
Cc1cc2ccccn2c1C(=O)Nc1ccc(Cl)cc1	·	1	-22	7	0.1	94	97	99	96	97	97
COc1cc(/C=N/N=C(/C(=O)c2ccccc2)c2ccccc2)cc(OC)c1O	-4	-7	37	12	-0.6	102	101	99	101	101	102
CCOc1ccccc1/C=N/NC(=O)c1cccc(S(=O)(=O)N(CC)CC)c1	1	1	4	11	0.7	?	?	?	?	?	?
Continued:
SMILES	Pf gamet viab	ABCG2 inh	Mcl1-Noxa inh	Avidin bead fluor	ABCB1 block	HRas wt GTP	Rab7 wt GTP bind	Cdc42 wt	Rab2A wt mod	Rac1 mut GTP	Rac1 wt GTP bind
CN(C)/C=N/C(=S)Nc1ccc(Br)cc1F	·	1	-7	12	-0.1	98	100	98	100	96	96
CCOc1ccccc1NC(=O)C1CCN(S(=O)(=O)c2ccc(OC)c(OC)c2)CC1	-3	18	13	14	1.2	103	103	100	105	98	102
COc1ccc(C2NC(C(=O)O)CS2)cc1COCC(F)(F)F (stereo not given)	·	34	16	13	0.9	99	104	100	102	97	103
CC1(C)CC(=O)C=C(Nc2ccc(F)cc2)C1	3	3	2	37	0.5	98	99	98	97	97	95
CC(=O)NC1(c2ccccc2)CCN(CC(=O)N2CCC(C)CC2)CC1	14	2	-5	12	0.9	96	99	98	99	97	98
O=C(CN1C(=O)/C(=C\c2ccccc2F)SC1=S)Nc1nc2ccccc2s1	3	-3	12	13	-8.0	94	97	90	93	88	93
Cc1nnc(NC(=O)CSc2ccc(-c3ccco3)nn2)s1	4	2	56*	23	0.3	?	?	?	?	?	?
O=C(CSc1nc2c(c(=O)n1-c1ccc(Cl)cc1)SCC2)N1CCOCC1	·	-1	-17	7	-1.1	104	104	103	103	102	105
CCC(C)(C)NC(=O)c1cc(OC)c(OC)cc1[N+](=O)[O-]	·	0	3	10	0.2	100	96	101	101	99	105
COC(=O)/C(=C1/Oc2ccc(C(C)(C)C)cc2S1)C(F)(F)F	·	1	10	4	0.4	101	98	103	100	98	103
CCc1nc(NCc2cccnc2)c2oc3ccccc3c2n1	9	33	16	14	1.4	102	103	103	102	101	104
Cc1ccc(NC(=O)CCNC(=O)c2ccc(Cl)cc2)cc1F	-1	3	10	6	0.1	96	98	98	96	97	98
CC12CCC(C(=O)Nc3ccccc3)(C(Br)C1=O)C2(C)C (stereo not given)	13	8	11	3	1.4	102	101	103	100	101	105
N/C(=N\OC(=O)Cc1ccc(-c2ccccc2)cc1)c1ccncc1	-8	1	-11	14	0.2	95	98	90	96	93	93
CCN(CC)CCN(Cc1cc2ccc(C)cc2[nH]c1=O)C(=S)Nc1ccccc1C(=O)OC	·	4	6	23	1.8	100	106	99	100	98	99
Cc1cccc(N2CCN(C(=O)COc3cc(=O)n(C)c4ccccc34)CC2)c1C	-34	4	-1	8	0.9	100	99	99	99	99	100
NC(=O)C1CCN(C(=O)c2ccc(-c3ccccc3)cc2)CC1	·	2	8	37	0.5	95	95	98	95	94	95
CCCn1c(-c2cccnc2Cl)nc2cc(Cl)c(Cl)cc21	·	4	3	13	0.1	97	97	97	96	95	96
CC(CN1CCCCC1)OC(=O)CCc1ccccc1 (stereo not given)	-2	1	16	12	0.2	98	108	100	99	96	99
CN(C)C=NCCn1c(N2CCOCC2)nc2c1c(=O)n(C)c(=O)n2C	15	2	-2	8	0.6	99	99	100	99	98	102
CCn1c(CSCc2ccc(C)cc2)nnc1SCC(=O)N1CCN(c2ccccc2)CC1	·	2	8	8	1.1	99	99	96	98	97	102
Nc1cccc(CN2CCCC2)c1	15	12	5	12	0.0	94	95	98	96	94	99
CCOc1ccc(NC(=O)CC2C(=O)N(c3ccccc3)C(=O)N2CCOC)cc1 (stereo not given)	·	-1	0	8	-0.2	98	108	98	99	95	99
CCOC(=O)c1nc(C)n(-c2ccc(Cl)cc2)n1	4	0	17	7	0.0	101	101	101	103	99	105
CCOc1ccc(N(CC(=O)Nc2cccc(Cl)c2)S(=O)(=O)c2c(C)noc2C)cc1	·	4	17	7	0.8	100	101	98	101	100	103
Additional compounds
SMILES	Pf gamet viab	ABCG2 inh	Mcl1-Noxa inh	Avidin bead fluor	ABCB1 block	HRas wt GTP	Rab7 wt GTP bind	Cdc42 wt	Rab2A wt mod	Rac1 mut GTP	Rac1 wt GTP bind
CC(=O)C(Sc1nc(-c2ccc(F)cc2)nc2c1c(=O)n(C)c(=O)n2C)C(C)=O	·	4	10	7	0.7	96	96	95	94	94	96
CCN1C(=O)C(CC(=O)Nc2ccc(OC)cc2)N(Cc2ccc3c(c2)OCO3)C1=S (stereo not given)	4	-7	23	17	0.3	98	99	99	98	97	101
Cc1ccccc1Nc1nnc(SCC(=O)NCc2ccco2)s1	·	9	61*	13	0.3	99	100	99	100	100	103
Cc1nn(Cc2ccc(F)cc2)c(C)c1NC(=O)c1cnn2c1NC(c1cccs1)CC2C(F)(F)F (stereo not given)	·	6	-9	11	1.7	105	101	105	107	101	102
CC1(C)Cc2ccccc2-c2nc3n(c(=O)c21)CCCS3	5	1	-6	10	0.3	96	95	93	93	93	100
C=C(C)c1cccc(C(C)(C)NC(=O)NC2CC(C)(C)NC(C)(C)C2)c1	4	-1	2	22	-0.1	98	105	98	100	96	98
COCCOC(=O)c1c(C)oc2ccc(NS(=O)(=O)c3ccccc3)cc12	17	3	10	7	1.5	101	99	104	101	97	98
CCOC(=O)/C(C#N)=C/c1cc2ccccc2nc1N1CCCCC1	4	16	-12	12	3.4	90	89	93	91	92	91
CCN(CC)CCNCC(O)(c1ccc(Cl)cc1)c1ccc(Cl)cc1	9	0	4	12	0.2	95	94	94	94	96	100
COCCNc1cc(C)c(C#N)c2nc3ccccc3n12	·	8	7	26	3.7	95	97	99	95	95	97
CCOC(=O)c1cc(NC(=O)N(CC)CC)c(C)nc1C	·	8	-19	12	-0.3	101	101	104	102	99	107
Cc1cc(C)cc(OCC(=O)N/N=C/c2ccc([N+](=O)[O-])o2)c1	·	7	31	5	1.2	98	105	95	98	99	101
Cn1c(CCNC(=O)c2ccco2)nc2cc(NC(=O)NC3CCCCC3)ccc21	2	4	14	9	0.7	98	98	100	100	94	97
N#CCCn1c(=S)[nH]c2ccccc21	·	0	-10	6	-0.1	101	97	99	102	99	99
COc1ccc(CCN(CC(=O)NC2CCCC2)C(=O)Cn2nnc(-c3ccc(C)o3)n2)cc1OC	·	1	-7	13	0.2	95	98	95	95	95	99
CC(C)(C)NC(=O)COC(=O)c1ccccc1OCC(=O)Nc1ccc(Br)cc1	-5	3	9	21	0.6	96	96	97	96	98	103
COc1ccc(NC(=S)N2c3ccccc3CC2C)cc1OC (stereo not given)	-9	-7	7	11	-0.9	94	98	86	91	88	92
C/C(=N\NC(=O)c1nn(C)c(C)c1Br)c1cccc(NC(=O)c2ccoc2C)c1	-6	-2	50	6	-0.3	100	100	102	98	101	99
CCN(CC)C(=O)CSc1nnc(-c2cnccn2)n1-c1ccccc1	·	-1	7	7	-0.2	95	93	97	94	96	97

Single entries from the results shown.
Reading for `Cn1c(CCNC(=O)c2ccco2)nc2cc(NC(=O)NC3CCCCC3)ccc21` under Rab7 wt GTP bind: 98
Reading for `COCCOC(=O)c1c(C)oc2ccc(NS(=O)(=O)c3ccccc3)cc12` under Avidin bead fluor: 7

Screening data: PubChem BioAssay, several laboratories
